MsrA act = bovine MsrA enzyme activators, primary screen, biochemical, absorbance, HTS | AID 602163, 2012 | 360,000 compounds, 0.3% hits | activation, % at 10.6 µM | purified bovine MsrA, absorbance read-out; in the data active = activation above about 7.5%;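 also: 0% = vehicle and 100% = reference activator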
Neddyl block = inhibitors of cullin neddylation, primary screen, biochemical, TR-FRET, uHTS, NAE and Ubc12. AID 651699, 2012. 360,000 compounds, 0.58% hits. NEDD8-conjugating enzyme Ubc12 (Homo sapiens) + NEDD8-activating enzyme E1 regulatory …. calls only at 25 µM; in the data active = inhibition above about 36%
Rin1-Abl PPI inh = inhibitors of Rin1-Abl protein binding, primary screen, biochemical, TR-FRET; Tyrosine-protein kinase ABL1 (Homo sapiens) + Ras and Rab interactor 1 (Homo sapiens), …; inhibition, % at 7.35 µM; 360,000 compounds, 0.4% hits; AID 588664, 2011; in the data active = inhibition above about 5%, passing the limit was not always enough
CSN inh = inhibitors of CSN-mediated cullin deneddylation, primary screen, biochemical, fluorescence polarization, uHTS. inhibition, % at 12.5 µM. 360,000 compounds, 0.38% hits. Purified CSN, SCF-Nedd8-OG deneddylation. COP9 signalosome complex subunit 5 (Homo sapiens), Q92905;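 active = pattern-corrected inhibition above about 35%, with an unprinted fluorescence ratio check between 0.5 and 1.5, limit read from the data, passing the limit was not always enough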;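 also: 0% = enzyme with substrate and 100% = substrate without enzyme; some results filed as inactive read as strong as hits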
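Assay system: Purified human Csn5 enzyme expressed in HEK293T cells | Amount: Enzyme 0.24 nM | Measured by: Fluorescence polarization readout | Medium: Tris/NaCl/DTT buffer, pH 7.5 | Compound dosing: One concentration, 12.5 µM, 0.25% DMSO | Times: 90 min incubation of compound, enzyme and substrate at room temperature | Control set: no-enzyme wells high, enzyme-with-substrate wells low | Read-out: % inhibition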
eLon inh = inhibitors of E. coli Lon protease, primary screen, biochemical, fluorescence polarization. P0A9M0. purified E. coli Lon protease. inhibition, % at 7.94 µM. 360,000 compounds, 0.42% hits. AID 602123, 2011; in the data active = inhibition above about 13%, passing the limit was not always enough;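 also: 0% = enzyme with probe and DMSO and 100% = no enzyme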
FAS-TE inh = FAS thioesterase domain inhibitors, primary screen, biochemical, fluorescence intensity, uHTS | inhibition, % at 15 µM | 360,000 compounds, 0.67% hits | recombinant FAS-TE, OMFH fluorogenic substrate, fluorescence endpoint | Fatty acid synthase (Homo sapiens), P49327;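 active = compounds whose normalised, plate-corrected inhibition of enzyme fluorescence in the single-dose primary screen is 50% or more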;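 also: 0% = DMSO with enzyme and 100% = substrate without enzyme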
PABP1 MLLE inh = inhibitors of PABP1 MLLE–PAM2 peptide binding, primary screen, biochemical, fluorescence polarization, FITC-PAM2, GST-MLLE; Polyadenylate-binding protein 1 (Homo sapiens), P11940; inhibition, % at 20 µM; 360,000 compounds, 0.36% hits; in the data active = inhibition above about 35%, passing the limit was not always enough;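 also: plate controls were DMSO wells with GST-MLLE for no effect and wells lacking GST-MLLE protein for full effect; some results filed as inactive read as strong as hits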
MsrA inh = bovine MsrA enzyme inhibitors, primary screen, biochemical, absorbance, HTS | purified bovine MsrA, absorbance read-out | AID 651718, 2012 | Methionine sulfoxide reductase A (Bos taurus) | inhibition, % at 15.5 µM | 360,000 compounds, 0.75% hits; in the data active = inhibition above about 4.5%;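 also: 0% = vehicle wells with enzyme and 100% = reference inhibitor wells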
TbMetRS inhib = T. brucei MetRS inhibitors, primary screen, biochemical, luminescence; methionyl-tRNA synthetase (Trypanosoma brucei brucei); purified T. brucei MetRS, ATP depletion, Kinase-Glo luminescence; AID 624268, 2012; inhibition, % at 11.9 µM; 360,000 compounds, 0.4% hits;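 active = inhibition above a per-plate cutoff of the control wells' mean inhibition plus 3 SD, cut at about 5.5% in these data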;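 also: 0% = DMSO wells median and 100% = median of wells with control inhibitor compound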
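Material: T. brucei methionyl-tRNA synthetase, purified; reagent: substrates ATP, L-methionine and bulk Escherichia coli tRNA; dosing: 11.9 µM single point; timing: 15 min plus 2 h at 25 °C; detection: luminescence of leftover ATP; evaluation: % inhibition; control set: DMSO-only wells as low control; replicates: singlicate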
Active calls of the source: *; i = inactive; nt = no result given.

SMILES	MsrA act	Neddyl block	Rin1-Abl PPI inh	CSN inh	eLon inh	FAS-TE inh	PABP1 MLLE inh	MsrA inh	TbMetRS inhib
COc1cc(NS(=O)(=O)c2ccc(NC(=S)NC(=O)c3sc4cc(F)ccc4c3Cl)cc2)nc(OC)n1	-5	i	-29	-1	3	4	41*	0.5	-0.9
CC(C)OCCCNS(=O)(=O)c1ccc2c(c1)OCCO2	-3	i	-1	0	12	-8	-3	0.4	1.2
CS(=O)(=O)N1CCN(c2nc(-c3ccc(F)cc3)cs2)CC1	-1	i	-5	-2	-1	21	6	-1.3	-0.4
CC(C)CCNC(=O)c1onc(CSc2nc3ccccc3[nH]2)c1C(=O)NCCC(C)C	-3	i	3	-1	-7	18	-22	0.5	-0.2
O=C(NNC(=O)c1cnccc1C(F)(F)F)c1ccc(Cl)cc1	-2	i	-2	4	-8	-4	5	-0.5	0.1
COc1c(Cl)cc(Cl)cc1C(=O)Nc1ccc(NC(C)=O)cc1	-3	i	3	-7	2	4	2	0.9	-0.1
COC(=O)C1=C(C)NC(=O)NC1c1ccc(-c2ccc(F)cc2)o1 (configuration not stated)	-3	i	3	9	-12	4	-5	1.9	-0.5
COC(=O)c1ccc(Cn2nnc3ccccc3c2=O)o1	-3	i	4	3	3	-6	9	0.8	-0.2
CCN(CC)S(=O)(=O)c1cccc(NC(=O)CN2C(=O)NC3(CCC(C)CC3)C2=O)c1 (configuration not stated)	-2	i	-3	1	-9	0	-8	0.4	0.0
Cc1cccc(C(=O)N[C@H](C(=O)Nc2ccc3c(c2)OCO3)C(C)C)c1	-5	i	6	4	1	-4	6	-0.5	-0.2
CCOC(=O)CCCCC(=O)c1[nH]c(=O)[nH]c1CSc1nc2ccccc2[nH]1	1	i	84*	2	29	-8	11	-0.1	-0.1
O=c1c2cc(NC(=S)NCCCN3CCC(Cc4ccccc4)CC3)ccc2nc2n1CCCCC2	-2	i	2	-4	2	4	15	-1.1	-0.4
O=C(Nc1ccc(O)c(-c2nc3ccccc3o2)c1)C1(c2ccc([N+](=O)[O-])cc2)CCCC1	-4	i	-2	-4	2	23	10	1.6	-0.1
Cc1ccnc(NS(=O)(=O)c2ccc(CC(C)C)cc2)c1	-4	i	0	4	-16	-4	7	1.1	-0.4
COc1ccccc1NC(=O)CCc1nc(-c2ccccc2F)no1	-4	i	4	-1	-5	2	-6	-0.2	-0.6
O=S(=O)(c1cccc(Br)c1)N1CCN(C(=S)NCC2CCCO2)CC1 (configuration not stated)	-9	i	4	3	-14	0	-101	0.4	-0.5
CCc1cc2c(C)cc(C)cc2nc1SCC(=O)Nc1cc(C)on1	-1	i	2	5	-4	-1	11	-0.7	-0.3
COc1ccc(NC(=O)CSc2ncnc3c2cnn3CCc2ccccc2)cc1	-5	i	-2	-1	1	-4	5	0.6	-0.8
C=CCn1c(SCc2cccc(C#N)c2)nnc1-c1ccccc1O	-1	i	-2	-1	2	-2	-2	0.2	-0.6
Cc1ccc2c(c1)N(CCC(=O)NC1CCCCC1C)C(=O)CO2 (configuration not stated)	-5	i	3	-2	2	-3	3	-0.1	0.2

Part of the list above, as comma-separated lines:
canonical_smiles,MsrA act,Neddyl block,Rin1-Abl PPI inh,CSN inh,eLon inh,FAS-TE inh,PABP1 MLLE inh,MsrA inh,TbMetRS inhib
O=S(=O)(c1cccc(Br)c1)N1CCN(C(=S)NCC2CCCO2)CC1 (configuration not stated),-9,i,4,3,-14,0,-101,0.4,-0.5
CCc1cc2c(C)cc(C)cc2nc1SCC(=O)Nc1cc(C)on1,-1,i,2,5,-4,-1,11,-0.7,-0.3
COc1ccc(NC(=O)CSc2ncnc3c2cnn3CCc2ccccc2)cc1,-5,i,-2,-1,1,-4,5,0.6,-0.8

(next part)
SMILES	MsrA act	Neddyl block	Rin1-Abl PPI inh	CSN inh	eLon inh	FAS-TE inh	PABP1 MLLE inh	MsrA inh	TbMetRS inhib
CC(C)OC(=O)N(C)C[C@H]1OCc2cnnn2CCCC(=O)N([C@H](C)CO)C[C@@H]1C	-6	i	1	1	5	-10	-3	1.4	-1.6
C/C(=N\NC(=O)c1cc(C)nc2ccccc12)c1ccccn1	-1	i	-1	-2	9	-4	5	0.0	-0.5
O=C(NNc1cc(Cl)ccc1Cl)C1CCC1	-2	i	0	-4	-4	-4	-7	1.0	0.0
CC(C)(C)CC(C)(C)NC(=S)Nc1ccc(S(=O)(=O)N2CCOCC2)cc1	-3	i	-2	-2	-10	31	20	-1.4	-0.3
CC(=O)Nc1ccc(N2C(=O)CC(Sc3nc4ccccc4s3)C2=O)cc1 (configuration not stated)	-1	i	3	8	-9	-9	22	-0.9	2.5
CC(C)C[C@H](NC(=O)c1nc[nH]c1C(=O)NCC(=O)OC(C)(C)C)C(=O)OCc1ccccc1	1	i	-2	-4	-1	30	2	-0.6	-0.2
N#Cc1c(SCC(=O)Nc2ccc(C(F)(F)F)cc2)sc2c(O)cc(=O)[nH]c12	0	i	-1	1	-9	1	-12	2.4	0.2
CCOc1cc(N2CCOCC2)c(OCC)cc1NC(=O)COc1cccc2cccnc12	-5	i	4	-1	-3	-2	-4	1.2	-1.2
Cc1cc(=O)oc2cc(OCC(=O)Nc3ccccc3C(N)=O)c(Cl)cc12	-1	nt	-5	-1	-7	-5	3	-0.2	-0.1
COc1ccc(/C=C/C(=O)OCC(=O)NC2CCCC2)c(OC)c1	-4	i	2	2	-8	2	-3	2.7	-0.4
O=C(/C=C/c1ccco1)NC(=S)N1CCCCC1	-2	i	-2	3	-4	-4	12	2.5	-0.1
CN(Cc1cn(C)nc1-c1cccc(Cl)c1)Cc1nccn1C	-1	i	4	-2	-10	-3	-1	-0.1	-0.6
CCOC(=O)c1sc(NC(=O)c2ccncc2)c(C#N)c1C	-2	i	-1	3	-3	-10	29	1.0	-0.3
COc1ccccc1NC(=O)C(C)OC(=O)CCCc1c[nH]c2ccccc12 (configuration not stated)	-3	i	-1	-2	1	17	0	-0.4	-0.3
C=C(C)CC1(NC(C)c2ccccc2)CCCCC1 (configuration not stated)	3	i	-2	0	-11	-9	-7	-1.1	0.7
Cc1nnc(SCC(=O)Nc2cc(S(=O)(=O)N3CCOCC3)ccc2N2CCCC2)s1	2	i	-1	2	13	-4	15	-0.3	-0.3
CCC(CC)c1nnc(NC(=O)c2ccc(N3CCCCC3)c([N+](=O)[O-])c2)s1	-1	i	0	-4	-1	22	-6	-1.0	-0.4
CS(=O)(=O)N1CCN(C(=O)Cc2ccccc2)CC1	0	i	-1	-1	-1	-6	-2	0.8	-0.2
COc1ccc(NC(=O)CC2C(=O)N(CCc3ccccc3)C(=S)N2Cc2cccnc2)cc1 (configuration not stated)	-1	i	0	-1	-3	20	21	-0.7	-0.5
CC(=O)C1=C(C)NC(SCc2cccc([N+](=O)[O-])c2)=C(C#N)C1c1ccco1 (configuration not stated)	-2	i	-3	6	0	16	-26	1.8	-0.2
Cc1ccc(C(=O)NNC2=Nc3cccc4cccc2c34)cc1	-3	i	3	-1	-25	-14	10	-0.3	-0.1
CCCC(=O)OCCNc1cc(SCCC(=O)OC)c2nonc2c1[N+](=O)[O-]	-3	i	-10	8	14	30	-12	2.3	0.9
Cc1occc1C(=O)N1CCN(S(=O)(=O)c2ccc(F)cc2)CC1	-2	i	-2	2	4	-3	4	0.5	-0.1
Cc1ccc(Cl)cc1N1CCN(S(=O)(=O)c2c(C)nc3scc(C)n3c2=O)CC1	-5	i	2	4	-3	38	1	-0.9	0.9
CCOc1ccccc1C(=O)N(C)Cc1cc2cc(OC)ccc2[nH]c1=O	-2	i	1	3	-2	-9	-19	0.7	-0.6
CCN(C(=O)CSc1nc2ccc(OC)cc2[nH]1)c1c(N)n(Cc2ccccc2)c(=O)[nH]c1=O	-4	i	2	2	-15	-7	-29	1.5	-0.4
Cc1c(C(=O)Nc2ccc(F)cc2)oc2ccc(S(=O)(=O)N3CCC4(CC3)OCCO4)cc12	0	i	0	-2	11	36	-3	-1.1	-0.8
Cc1ccc(CSCC(=O)NCc2cccs2)cc1	-4	i	2	-4	1	-2	-3	0.3	-0.1
O=C(CSc1ncc(-c2ccccc2)[nH]1)Nc1ccccc1F	1	i	-5	-2	5	0	2	-0.6	-0.1
CCOC(=O)N1CCN(S(=O)(=O)N2CCCC(C(=O)NCc3cc(Br)ccc3OC)C2)CC1 (configuration not stated)	0	i	-3	4	-9	5	-2	0.6	-0.2
COc1ccccc1C(=O)N1CCN(C(=O)c2oc3ccc(C)cc3c2C)CC1	-1	i	-2	6	3	-2	-3	0.9	-0.6
CC1CCCC(NC(=O)CN2CCN(S(=O)(=O)c3ccc(Br)s3)CC2)C1C (configuration not stated)	-7	i	1	8	6	14	-10	-0.9	-0.5
CCN(CC)C(=O)c1c(C)[nH]c(=S)c(C#N)c1-c1ccco1	1	i	2	3	3	-7	5	-0.4	-0.6
Cc1ccc(S(=O)(=O)Nc2ccccc2OC(C(=O)OC(C)(C)C)C(=O)OC(C)(C)C)cc1	nt	i	nt	2	nt	nt	nt	1.8	0.1
CC1=CSC2=NC(=O)/C(=C\c3cccn3-c3ccc([N+](=O)[O-])cc3)C(=N)N12	-1	i	0	-3	-3	19	-36	-0.5	-0.3
Oc1ccc(O)c(Cc2nc3ccccc3s2)c1	-15	i	6	-11	9	0	-4	2.6	-0.5
CCCCOc1ccc(C(=O)NCC(=O)NCc2ccccn2)cc1	-14	i	0	6	-6	-5	9	-0.1	-0.3
COc1ccc(CCNC(=S)Nc2ccccc2)cc1	1	i	-4	-2	-2	1	-12	0.1	0.3
O=C(Nc1cc2c(oc1=O)CCCC2=O)c1ccc(Cl)cc1	-10	i	-1	32	-6	-4	0	0.8	-0.2
O=C(COc1ccc2cc(Br)ccc2c1)N1CCOCC1	13*	i	-7	-1	3	-5	2	-0.8	-0.1
CC(C)(C)OC(=O)C[C@H]1C/C=C\C[C@H](CC(=O)NCCO)C(=O)N2CCC[C@@H]2COC1=O	-2	i	3	2	1	-9	8	0.0	-0.2
C=CCSc1nnc(-c2ccccc2N=Cc2c(C)[nH]n(-c3ccccc3)c2=O)c(=O)[nH]1	-13	i	1	-4	-1	3	-11	2.7	0.9
COc1cccc2sc(N)nc12	-8	i	1	0	-1	-10	-10	0.5	-0.4
CCc1nnc(NC(=O)c2ccc(S(=O)(=O)N(CC)Cc3ccccc3)cc2)o1	-2	i	3	6	7	-2	-11	-0.3	0.1
CCOc1ccc(Oc2c(/C=N/NC(=O)COc3ccccc3OC)c(C)nn2-c2ccccc2)cc1	-1	i	0	-8	-1	37	-9	3.2	-1.1
CCC1(CC)NC(=O)N(CC(=O)OCn2nnc3ccccc3c2=O)C1=O	-5	i	2	-4	-9	-5	-4	-0.1	-1.0
CCc1ccc(Nc2cc(=O)n(C3CCCCC3)c(=O)[nH]2)cc1	0	i	-3	-2	-1	0	-8	0.8	-0.5

High-throughput results from PubChem BioAssay.
